CCR6 antag: CCR6 (human) receptor antagonism | AID 493098 | hit rate 0.49% among 340,000 | CHO-K1 CCR6 PathHunter beta-arrestin, luminescence, CCL20-stimulated | inhibition, % at 20 µM | P51684;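 active = compounds whose inhibition of the agonist-driven luminescence signal at 20 µM reaches about 50%, limit read from the data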;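 note: cells stimulated with CCL20 at 14 nM final; plate controls were DMSO with CCL20 for no effect and DMSO without agonist for full effect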
Jurkat NFkB inh: lowers PMA/ionomycin-induced NF-kB signal in Jurkat cells. inhibition, % at 4 µM. PMA/ionomycin-induced NF-kB luciferase reporter, luminescence. AID 435003. hit rate 0.53% among 330,000
Apaf-1 inh: human Apaf-1 inhibition; O14727; reconstituted apoptosome caspase-3 activity, DEVD-Rh110 fluorescence; inhibition, % at 20 µM; hit rate 0.71% among 330,000; AID 489030; active = inhibition of at least 40% at 20 µM;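 note: plate controls were DMSO wells for no effect and DEVD-CHO caspase inhibitor wells for full effect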
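Material: biochemical Apaf-1 apoptosome reconstitution. Medium: Hepes buffer, pH 7.5. Also added: cytochrome c activation, bis-DEVD rhodamine 110 substrate. Timing: 30 min compound preincubation, 50 min activation, room temperature. Measured by: rhodamine 110 fluorescence at Ex 480/Em 540 nm.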
SENP8 inh: inhibitors of human SENP8 protease. purified SENP8, Z-RLRGG-aminoluciferin cleavage, luminescence. inhibition, % at 10 µM. hit rate 1.2% among 330,000
Target sequence (Q96LD8 whole entry, looked up): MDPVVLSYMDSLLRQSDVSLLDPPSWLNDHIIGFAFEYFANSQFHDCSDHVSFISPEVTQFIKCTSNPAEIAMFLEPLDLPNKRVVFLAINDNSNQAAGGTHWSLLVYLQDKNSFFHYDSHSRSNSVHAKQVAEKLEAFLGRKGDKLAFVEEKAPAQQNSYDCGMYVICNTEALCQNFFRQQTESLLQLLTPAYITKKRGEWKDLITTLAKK
EBI2 block: blocks human EBI2 receptor beta-arrestin signaling. inhibition, % at 5 µM. EBI2 beta-arrestin recruitment, luminescence, 7a,25-OHC stimulated. hit rate 0.81% among 360,000. AID 651636; in the data active = inhibition above about 38%;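 note: enzyme fragment complementation signal reports receptor beta-arrestin coupling in cells; 0% = agonist plus DMSO wells and 100% = wells without agonist; some results beyond the cut were filed as inactive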
Target sequence (P32249 whole entry, looked up, the tested form may be a part): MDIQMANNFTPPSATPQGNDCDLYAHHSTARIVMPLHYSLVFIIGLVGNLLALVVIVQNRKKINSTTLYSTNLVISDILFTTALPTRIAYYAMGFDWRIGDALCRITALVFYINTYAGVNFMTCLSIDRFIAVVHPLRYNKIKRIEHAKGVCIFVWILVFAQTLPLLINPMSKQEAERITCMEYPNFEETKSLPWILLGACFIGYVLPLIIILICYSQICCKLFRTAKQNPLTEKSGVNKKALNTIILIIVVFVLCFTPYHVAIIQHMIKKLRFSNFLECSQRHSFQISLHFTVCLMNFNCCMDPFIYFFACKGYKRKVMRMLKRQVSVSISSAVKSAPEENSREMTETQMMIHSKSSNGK
UBC13 polyUb: human UBC13 polyubiquitination inhibition. inhibition, % at 20 µM. UBC13 polyubiquitin chain formation, TR-FRET. P61088. hit rate 0.47% among 330,000; in the data active = inhibition above about 45%, passing the limit was not always enough
Target sequence (P61088 whole entry, looked up): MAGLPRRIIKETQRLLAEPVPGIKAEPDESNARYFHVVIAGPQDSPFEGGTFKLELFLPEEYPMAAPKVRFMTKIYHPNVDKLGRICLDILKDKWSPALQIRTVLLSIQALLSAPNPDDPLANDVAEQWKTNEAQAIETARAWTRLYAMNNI
697 NFkB inh: inhibitors of the PMA/ionomycin-induced NF-kB reporter in 697 B cells | hit rate 0.33% among 330,000 | AID 435022 | inhibition, % at 4 µM | 697 B-cell NF-kB luciferase reporter, 16 h; in the data active = inhibition above about 35%
Gli-Sufu antag: blocks Gli-Sufu signaling in a luciferase reporter | inhibition, % at 5 µM | hit rate 0.74% among 340,000 | Sufu-KO-LIGHT fibroblasts, Gli luciferase reporter luminescence;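 active = inhibition above about 55%, limit read from the data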;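 note: 0% = DMSO-treated cells and 100% = wells with medium but no cells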
Active calls of the source: *. Cut-off read from the data, not from the text of the source, unless noted: active = inhibition above about 50%; inactive = the rest. The list is partial, so the mix of outcomes need not match the whole.

SMILES	CCR6 antag	Jurkat NFkB inh	Apaf-1 inh	SENP8 inh	EBI2 block	UBC13 polyUb	697 NFkB inh	Gli-Sufu antag
O=C(CSc1nnc(-c2ccncc2)n1Cc1ccccc1)NC1CCCCC1	10	9	-25	0	10	8	15	-1
COc1ccc(S(=O)(=O)Nc2cc(C(=O)NCCC(C)C)ccc2N2CCOCC2)cc1	10	-3	6	-8	-6	8	0	3
CC(=O)Nc1ccc(NC(=O)C(C)OC(=O)c2c(NC(C)=O)sc(C)c2C)cc1 (centres undefined)	4	-19	12	-7	1	-3	6	4
Cc1onc(-c2ccccc2)c1C(=O)NCc1cccnc1	-5	0	-2	1	-4	5	13	1
C=CCn1c(SCc2csc(-c3ccc(Cl)cc3)n2)nnc1-c1ccccc1OC	14	-10	30	-10	22	-7	-17	5
COc1ccc2c(c1OC)C(=O)OC2Nc1ccccc1S(=O)(=O)C(F)F (centres undefined)	-20	10	-16	-4	-5	-1	20	0
O=C(NCCSc1c[nH]c2ccccc12)c1ccco1	9	-13	-10	3	-7	8	-6	-11
O=C(C#Cc1ccccc1)c1cccc([N+](=O)[O-])c1	93*	8	-8	-1	32	-2	-21	13
COc1ccc(CN2CCN(c3ccccn3)CC2)c(OC)c1	-3	4	14	-3	-10	-7	-23	9
COc1ccc(/C=N/NC(=S)NCCc2ccccc2)cc1	5	-22	19	2	26	1	-2	-4
COc1ccc(S(=O)(=O)Nc2ccccc2SC)cc1C	1	19	4	3	6	2	20	5
CCOC(=O)CSc1nnc(NC(=O)C2CC(=O)N(c3ccc(F)cc3)C2)s1 (centres undefined)	-2	7	12	9	-8	-15	-32	-14
Cc1ccc(C(NC(=O)NCCCN2CCOCC2)=C(Cl)Cl)cc1F	1	23	4	-6	-3	1	0	1
CCOC(=O)CSC1=C(C#N)C(c2ccc(C)cc2)C2=C(CCCC2=O)N1 (centres undefined)	1	0	7	-5	-5	3	0	2
COC(=O)c1scc(C)c1-n1ccc(C(=O)C(=O)N(C)C)c1	14	2	-8	-14	0	-14	-11	-3
COc1ccc(OCCCC(=O)Nc2cc(S(=O)(=O)N3CCCCC3)ccc2C)cc1	8	-9	8	0	5	37	-6	-11
O=C(c1ccccc1)N1CCN(c2ccc([N+](=O)[O-])c(NCC3CCCO3)c2)CC1 (centres undefined)	3	7	13	-4	7	-49	5	0
O=[N+]([O-])c1cc(S(=O)(=O)N2CCCCC2)ccc1NCCN1CCOCC1	-2	15	-5	-1	-6	-18	-8	-3
CC(/C=C/c1ccco1)=N\NC(=O)CNc1ccc2ccccc2c1	-8	6	17	-1	1	-12	-3	-13
COc1ccc(N2CCN(CCNC(=O)Nc3cccc(C)c3C)CC2)cc1	4	6	6	-10	6	5	-1	11
CCSc1nc(=O)n(-c2ccccc2)c(C)c1C(C)=O	-1	-7	-3	2	-17	1	6	20
CCn1c2ccccc2c2cc(NC(=O)N3CCOCC3)ccc21	12	-72	18	-8	0	-19	-35	-36
O=C(Cn1c(=O)oc2cc(S(=O)(=O)N3CCOCC3)ccc21)N1CCc2ccccc2C1	2	0	11	0	1	1	26	9
CC(NC(=O)c1ccccc1[N+](=O)[O-])C1CC2CCC1C2 (centres undefined)	8	10	-3	-7	-5	0	6	10
COc1ccc(CNC(=O)C2CCCN2S(=O)(=O)c2ccc(C)cc2)cc1 (centres undefined)	0	2	2	5	6	-1	1	-3

(listing goes on)
SMILES	CCR6 antag	Jurkat NFkB inh	Apaf-1 inh	SENP8 inh	EBI2 block	UBC13 polyUb	697 NFkB inh	Gli-Sufu antag
COc1ccccc1CNS(=O)(=O)c1ccc(-n2cnnn2)c(OC)c1	10	14	3	-1	-2	0	12	-6
O=C(Cn1c(C(F)(F)F)nc2ccccc21)N/N=C/c1ccco1	-6	-6	-11	-2	-11	-8	11	-5
CN1CCN(CCn2c(=S)[nH]c3ccccc3c2=O)CC1	2	-7	1	-3	0	0	4	8
CC1(C)Cc2nc3scc(NC(=O)c4ccccc4)c3cc2CO1	4	-44	-5	11	1	-9	-35	-3
CCN1C(=O)CC2(C[N+]3(C)CCC2CC3)C1=O (centres undefined)	0	2	-8	-12	-7	3	11	7
O=C(CN1CCN(c2ccccn2)CC1)Nc1cccc(F)c1	13	-15	-5	-3	-1	0	1	6
O=C(O)c1cccnc1Sc1ncnc2sc3c(c12)CCC3	-3	0	-21	-4	-5	23	5	-7
COC(=O)c1cc(-c2ccc(S(=O)(=O)N3CCCC3)cc2)c(C(F)(F)F)s1	22	4	-2	-1	-12	-2	-5	3
COc1ccc(N2C(=O)CC(NNC(=O)c3cc(C)oc3C)C2=O)cc1 (centres undefined)	1	-7	-2	0	13	-1	20	-2
Cc1cc(C(=O)NCc2ccco2)cs1	-11	12	-14	-9	-10	-1	13	-1
CC(/C=C/c1ccccc1)=N/NC(=O)CNC(=O)c1ccc2c(c1)OCO2	-8	6	-15	-2	-2	0	18	2
CC1CCCN(c2nc3c(c(=O)[nH]c(=O)n3C)n2Cc2ccccc2Cl)C1 (centres undefined)	17	-9	25	6	24	12	-1	7
CC(C)NC(=O)COCc1cc(-c2ccc3c(c2)OCO3)on1	9	-31	-2	-9	-2	-9	-28	-2
COc1cc(OC)cc(-c2c(-c3cccs3)c3cc(-c4cccc5[nH]ccc45)ccc3n2C)c1	8	15	-8	2	-7	24	19	1
C=C1CSc2nc(=O)c3c4c(sc3n21)CCCC4	2	-20	23	1	-5	-7	-17	12
CCOc1ccc(NC(=O)COc2ccc(S(=O)(=O)N3CCOCC3)cc2)cc1	1	3	9	-8	-1	-7	-14	-8
COc1cc2c(cc1OC)C(c1ccccc1)N(C(=O)c1cccc(S(C)(=O)=O)c1)CC2 (centres undefined)	19	3	10	7	7	1	-7	-4
N#Cc1cc([N+](=O)[O-])ccc1NCCN1CCOCC1	7	-3	-12	-7	-5	-4	13	-2
CC(C)CC(=O)NC(NC(=O)CC(C)C)c1cccc([N+](=O)[O-])c1	5	-1	-7	-2	3	4	15	5
O=C(CSc1nnc(-c2ccncc2)o1)NCc1ccccc1Cl	8	9	-6	1	3	8	3	-16
CC(C)Oc1ccc(/C(O)=C2/C(=O)C(=O)N(CCCn3ccnc3)C2c2cccnc2)cc1 (centres undefined)	9	-6	8	1	2	-20	-6	21
CC(C)C(NC(=O)OCc1ccccc1)C(=O)NC(Cc1ccc(O)cc1)C(=O)O (centres undefined)	1	5	-1	11	-8	6	-10	0
COc1ccccc1OCCNC(=O)CCNC(=O)c1ccccc1OC	9	7	-2	4	-7	4	-8	1
CCc1ccc(Nc2cc(=O)n(C3CCCCC3)c(=O)[nH]2)cc1	22	-15	15	-4	15	-8	-41	-15
Cc1c(Nc2nc3ccccc3nc2NS(=O)(=O)c2cccs2)c(=O)n(-c2ccccc2)n1C	-2	0	9	-4	-10	-2	19	3

Sorted by value in SENP8 inh (low to high): some entries from above
compound	CCR6 antag	Jurkat NFkB inh	SENP8 inh	EBI2 block	UBC13 polyUb	697 NFkB inh
CC(C)NC(=O)COCc1cc(-c2ccc3c(c2)OCO3)on1	9	-31	-9	-2	-9	-28
CC(/C=C/c1ccccc1)=N/NC(=O)CNC(=O)c1ccc2c(c1)OCO2	-8	6	-2	-2	0	18
O=C(CSc1nnc(-c2ccncc2)o1)NCc1ccccc1Cl	8	9	1	3	8	3

Single records, from the list above. Values in the order: CCR6 antag, Jurkat NFkB inh, Apaf-1 inh, SENP8 inh, EBI2 block, UBC13 polyUb, 697 NFkB inh, Gli-Sufu antag
`COc1ccc(N2C(=O)CC(NNC(=O)c3cc(C)oc3C)C2=O)cc1` (centres undefined) in the list: 1, -7, -2, 0, 13, -1, 20, -2
`CC(/C=C/c1ccccc1)=N/NC(=O)CNC(=O)c1ccc2c(c1)OCO2` in the list: -8, 6, -15, -2, -2, 0, 18, 2
`CCc1ccc(Nc2cc(=O)n(C3CCCCC3)c(=O)[nH]2)cc1` in the list: 22, -15, 15, -4, 15, -8, -41, -15
`CC(C)NC(=O)COCc1cc(-c2ccc3c(c2)OCO3)on1` in the list: 9, -31, -2, -9, -2, -9, -28, -2
`C=C1CSc2nc(=O)c3c4c(sc3n21)CCCC4` in the list: 2, -20, 23, 1, -5, -7, -17, 12

Additional compounds:
SMILES	CCR6 antag	Jurkat NFkB inh	Apaf-1 inh	SENP8 inh	EBI2 block	UBC13 polyUb	697 NFkB inh	Gli-Sufu antag
Cn1c(SCC(=O)Nc2cccnc2Cl)nc2ccccc21	6	-6	2	-4	8	7	13	-3
COc1ccc(NC(=O)c2ccc(Cc3ccc(C)cc3)o2)cc1	6	-13	15	-2	36	0	-15	0
CC(C)(C)NC(=O)C1CCCN(S(=O)(=O)c2cccc3cccnc23)C1 (centres undefined)	8	4	2	-4	-2	4	-1	-6
CC1CCN(CCNC(=O)CN(C)S(=O)(=O)c2cccc3nsnc23)CC1	7	7	10	3	1	-2	-4	6
Cn1c2ccccc2c(=O)c2ccc(-c3ccc4c(c3)OCO4)cc21	11	-60	21	58*	8	21	-207	-19
Cc1ccc(-c2nn(-c3cccc(F)c3)cc2CNCc2cccnc2)o1	-14	0	0	11	12	3	-3	-11
CC(c1nc2ccccc2c(=O)[nH]1)N(C)c1ccc2ccccc2c1 (centres undefined)	7	-22	18	-11	5	-8	-22	8
N#CCCN(C1CCCCC1)S(=O)(=O)c1cccc2nsnc12	-4	-9	16	-7	-6	-9	3	2
O=[N+]([O-])c1cc(C(F)(F)F)ccc1NC1CCN(Cc2ccccc2)CC1	9	-18	13	2	-2	8	2	11
CCOc1cc(C=C(C#N)C#N)ccc1Oc1ccc([N+](=O)[O-])cn1	-1	2	10	-7	16	-18	15	-3
O=C(O)Cc1sc(NCCc2ccccc2)nc1-c1ccc(F)cc1	7	-10	20	3	8	-6	1	-17
CC1CCCCN1CCCNC(=O)C1CCN(c2nnc(-n3cccc3)s2)CC1 (centres undefined)	-26	-2	22	-6	-2	21	6	0
C#CCOCCOCCOCCNc1nc(N2CCN(C(=O)C([C@@H](C)CC)n3cc(C(N)Cc4ccc(O)cc4)nn3)CC2)nc(N2CCN(C(=O)[C@H](CCC(=O)O)n3cc(C(N)CO)nn3)CC2)n1 (some centres undefined)	2	5	-7	-7	-14	-10	4	-12
O=C(c1c(F)cccc1F)N1CCCc2ccccc21	16	-1	14	-4	0	-11	8	28
NS(=O)(=O)c1ccc(CNC(=S)NC2CCCCC2)cc1	4	10	9	-3	-5	-8	-3	1
CN(C)c1ccc(/C=[N+](\[O-])C2N(c3ccccc3)C(=S)SC2(C)C)cc1 (centres undefined)	15	-3	12	-5	14	2	11	-8
Cc1cccc(CCNC(=O)C2CCN(S(=O)(=O)c3ccccc3)CC2)c1	6	0	-1	0	-9	4	13	-14
COC(=O)c1cc(C(=O)N(Cc2ccccc2)c2ccccn2)cc([N+](=O)[O-])c1	12	7	3	-13	0	0	-4	-2
Cc1cc(NC(=O)CSc2nnc3c4c(C)c(C)sc4ncn23)no1	9	-4	-10	17	6	-11	-35	11
CC(=O)Nc1cccc(NC(=O)c2cccc(S(=O)(=O)N3CCN(Cc4ccccc4)CC3)c2)c1	7	-8	17	-6	0	-2	5	8
Cc1cccc(NC(=O)CCCNC(=O)c2ccc(Cl)cc2)n1	-8	-2	-16	-1	-3	5	3	-5
Cc1cc(Br)ccc1NC(=O)CN(C)C(=O)Cn1c(=O)cnc2ccccc21	12	9	3	1	5	1	-8	0
CCCNc1cc(C)c(C#N)c2nc3ccccc3n12	2	-1	2	-10	-22	4	-9	8
Cc1ccc(C)c2[nH]c(=O)c(CN(Cc3cccs3)C(=S)NCc3ccco3)cc12	12	11	30	-7	-4	-6	9	-3
COc1ccccc1/C=C/CN1CCC(CO)(Cc2ccccc2)CC1	7	-8	5	0	3	10	10	65*
CC(=O)Nc1ccc(S(=O)(=O)Oc2ccc(N3C(=O)C4CCCCC4C3=O)cc2)cc1 (centres undefined)	12	9	0	-2	8	2	-6	17
COc1cc(C(=O)OC(C)C(=O)NC2CCCCC2C)c([N+](=O)[O-])cc1OC (centres undefined)	9	-4	5	-10	8	-12	-19	-12
CCOc1ccc(CNCc2ccccc2Cl)cc1	5	-22	-14	0	-3	4	3	-19
CN1CCN(C(=O)CNC(=O)Cc2ccc(Cl)cc2)CC1	12	7	-10	-2	2	4	4	3
C=CCC1(C(=O)N(C)Cc2ccccc2)CCN(C(=O)OC(C)(C)C)CC1	9	3	14	1	-5	3	6	1
